# ERK EGF inh – EGF-driven ERK pathway inhibition; HEK293-V1b, EGF-stimulated phospho-ERK AlphaScreen; Potency, µM (highest dose often 11.5 µM), inactives show at the top dose activity change, negative = inhibition, usual class: inhibitors; hit rate 0.41% among 130,000; AID 1454; active = well fitted inhibition curve with a large enough effect; inconclusive = small, poorly fitted or top-dose-only effect, or effect the other way;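 also: plate controls were stimulated vehicle wells for no effect and unstimulated vehicle basal for full effect; nearly all actives have a fitted effect of over 55% in size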
#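 Compounds are titrated over HEK293-V1b cells kept overnight in 1% FBS. After 30 min at 37C, EGF (25 nM final) triggers ERK phosphorylation for 5 min, measured by AlphaScreen in lysates.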
# * marks the source's active call; other numbers are inactive results; ? = inconclusive; [ ] = remark or other dose. Potency is read from the fitted curve at half-maximal effect. This is a subset; count on the stated rates, not on these rows.
# The first 4 records as a preview:
SMILES,ERK EGF inh
CSC1=N/C(=C/c2ccc(-n3cncn3)cc2)C(=O)N1,-13%[57.5 µM]
O=C1CNC(=O)/C1=C/c1ccc(Br)cc1,-4%[57.5 µM]
O=C1CC(c2ccccc2)CC2=C1C=Nc1ccccc1N2 (stereo not drawn),0%
CCCCCCCC/C=C\C/C=C\C/C=C\CCCC(=O)O,-14%

# Main list (from the top)
SMILES,ERK EGF inh
CSC1=N/C(=C/c2ccc(-n3cncn3)cc2)C(=O)N1,-13%[57.5 µM]
O=C1CNC(=O)/C1=C/c1ccc(Br)cc1,-4%[57.5 µM]
O=C1CC(c2ccccc2)CC2=C1C=Nc1ccccc1N2 (stereo not drawn),0%
CCCCCCCC/C=C\C/C=C\C/C=C\CCCC(=O)O,-14%
FC(F)(F)c1cnc(N/N=C/c2ccncc2)c(Cl)c1,-11%[57.5 µM]
COc1ccc(C(=O)N/N=c2\oc3ccccc3cc2C(N)=O)cc1,-10%
CC1(C)Cc2ccccc2-c2nc3n(c(=O)c21)CCS3,1%
CCCOC(=O)/C(=C\C=C\c1ccco1)NC(=O)c1ccccc1,-7%
Nc1c(Cl)c(Cl)nc(C(=O)N/N=C/c2cccnc2)c1Cl,7%[57.5 µM]
Cn1c(COc2ccc(Cl)cc2)nnc1SCC(=O)Nc1ccc2c(c1)CCC2,5%

# Molecules shown so far containing a Cl atom:
SMILES,ERK EGF inh
FC(F)(F)c1cnc(N/N=C/c2ccncc2)c(Cl)c1,-11%[57.5 µM]
Nc1c(Cl)c(Cl)nc(C(=O)N/N=C/c2cccnc2)c1Cl,7%[57.5 µM]
Cn1c(COc2ccc(Cl)cc2)nnc1SCC(=O)Nc1ccc2c(c1)CCC2,5%

# Next part.
SMILES,ERK EGF inh
COc1cc(C(=O)N/N=C(\c2ccccc2)c2ccccn2)cc(OC)c1OC,-17%
CC(C)S(=O)(=O)c1cnc(N2CCOCC2)nc1N,3%[57.5 µM]
Cc1oc2ccc(OCc3c(F)cccc3Cl)cc2c1C(=O)O,8%[57.5 µM]
CC1CN(C)C(C)c2c1oc1ccc([N+](=O)[O-])cc21 (stereo not drawn),-4%
O=C1COc2ccc(N3C(=O)C=CC3=O)cc2N1,7%
COc1ccc(CNc2ccc([N+](=O)[O-])cc2C)cc1,1%[57.5 µM]
CN(C)CCCN(C(=O)CCSc1ccccc1)c1nc2cc3c(cc2s1)OCO3,-2%
CSc1ncccc1C(=O)NCCc1ccccc1,-5%
COc1ccc(-n2c(=S)[nH]c3cc(C(=O)NC4CCCCC4)ccc3c2=O)c(OC)c1,21%
CC(C)NC(=O)CCCC(=O)NC(C)C,-9%
COc1ccccc1/C=C/C(=O)OCC(=O)c1c(N)n(C)c(=O)n(C)c1=O,1%
Cc1nnsc1-c1onc(C)c1C(=O)Nc1cc(Cl)cc(Cl)c1,6%[57.5 µM]
S=c1[nH]nc(-c2ccccn2)n1/N=C/c1cccc2ccccc12,-4%
COC(=O)[C@H](C)NC(=O)Nc1cccc(Br)c1,-2%[57.5 µM]
CCOc1ccc(NC(=S)N(CCc2c(C)[nH]c3ccc(C)cc23)Cc2ccncc2)cc1,-6%
CC(c1ccon1)N(C)Cc1cn(C)nc1-c1ccc2c(c1)OCCO2 (stereo not drawn),-2%[57.5 µM]
Cc1ccc(CNC(=O)CSc2nc3ccsc3c(=O)n2Cc2ccccn2)cc1,-11%
Cc1c2c(n3c(nc4ccccc43)c1C#N)N(CCN(C)C)CC2,0%
COCc1ccc(C(=O)Nc2ccc(C(=O)O)cc2)o1,-1%[57.5 µM]
Nc1ccc2nc(C3CCCCC3)[nH]c2c1,-15%
CC(C)(C)N(NC(=O)Nc1ccccc1)C(=O)c1ccccc1,-1%
CC1(C)Cc2sc3c(=O)[nH]c(=S)[nH]c3c2CO1,4%[57.5 µM]
CC1=CC=CN2C1=NC(=O)CC2(C)C(=O)N(CC(=O)NC1CCCC1)c1ccccc1C (stereo not drawn),-8%
COc1ccc(S(=O)(=O)N2CCOCC2)cc1NC(=O)CCc1c[nH]c2ccccc12,3%
CC1Cc2ccccc2N1c1ncnc2nc[nH]c12 (stereo not drawn),-3%
CCOC(=O)C1CCN(c2ncnc3c2cnn3-c2ccc(Cl)cc2)CC1,-2%
C#Cc1ccc([C@@H]2C=C(C(=O)OCC=C)O[C@H](OCc3ccc(CO)cc3)C2)cc1,-26%[57.5 µM]
CC1CC(C)(C)NC(=S)N1CCCC(=O)Nc1ccccc1F (stereo not drawn),5%
COc1cccc(NC(=O)Cn2c(=O)n(CCC(=O)NC3CCN(Cc4ccccc4)CC3)c(=O)c3ccccc32)c1,5%[57.5 µM]
CC1CCC2(CC1)NC(=O)N(Cc1cc(=O)n3ccsc3n1)C2=O (stereo not drawn),9%[57.5 µM]
COc1ccc2[nH]c(=O)c(COC(=O)c3cccs3)cc2c1,-10%
O=C(Oc1ccccc1)N1CCC2(CCCN(c3cccc(-c4ccccc4)c3)C2)CC1,-22%
COc1cccc(NC(=O)NC2CCN(Cc3nnnn3Cc3ccc4c(c3)OCO4)CC2)c1,-6%[57.5 µM]
CC(=O)NCCNC(=O)c1ccc(Sc2ccccc2)c([N+](=O)[O-])c1,3%
Cc1onc(-c2ccccc2)c1C(=O)NNC(=S)NC(=O)c1ccc(Br)cc1,6%
Cc1ccsc1/C=C/C(=O)O,12%
COc1ccc(NS(=O)(=O)c2ccc(C)cc2)c([N+](=O)[O-])c1,12%[57.5 µM]
COCCn1c(=O)c(-c2ccc(OC)cc2)nc2cnc(Nc3ccccc3)nc21,15%
CCNC(=O)c1ccccc1SCC(=O)Nc1ccc(F)cc1,1%
COc1cccc(/C=N/Nc2cc(C)nc(-c3ccccc3O)n2)c1O,-1%
Nc1cc(S(=O)(=O)Nc2cc(Cl)ccc2Cl)ccc1N1CCOCC1,-5%[57.5 µM]
O=C(CN1CCN(Cc2ccccc2Cl)C1=O)NCc1cccnc1,-9%[57.5 µM]
CCCNC(=O)c1nc(C)c(C)nc1C(=O)Nc1cccc(Cl)c1,-7%
COc1ccc(C2N(c3ccccc3)CCN2c2ccccc2)cc1O,-2%
O=c1oc2ccccc2nc1/C=C(\O)c1ccc(Br)cc1,9%[57.5 µM]
O=C1N(c2ccccc2)C[C@@H]2C[C@@H](c3cc4ccccc4o3)N3CCC[C@@]123,-6%
Clc1ccc([C@H](Cn2ccnc2)OCc2c(Cl)cccc2Cl)c(Cl)c1,1%[25.7 µM]
O=C(NNS(=O)(=O)c1ccc(F)cc1)C1CCN(S(=O)(=O)c2ccccc2)CC1,-7%
O=C1CCN(S(=O)(=O)c2ccccc2)CCN1CCOCc1ccccc1,20%[57.5 µM]
O=C(N/N=C\c1ccc(Cl)cc1)C1=NOC2COC3(CCN(c4ccc([N+](=O)[O-])cc4)CC3)OCC12 (stereo not drawn),2%[57.5 µM]

# The list continues:
SMILES,ERK EGF inh
CCCC[n+]1ccn(C2=C([O-])c3ccccc3C(=O)/C2=N\S(=O)(=O)c2ccc(Br)cc2)c1,-2%
NC(=S)n1[nH]c(-c2ccccc2)c(N=Nc2ccccc2C(=O)N2CCOCC2)c1=O,1%
CCOc1ccccc1C(C(=O)NC1CCCC1)N(Cc1ccco1)C(=O)CNC(=O)c1ccco1 (stereo not drawn),-10%
Cc1cccc(CN2CCN(CC(C)C)C(CCO)C2)n1 (stereo not drawn),-9%[57.5 µM]
COC(=O)NCC(c1cccnc1)N1CCOCC1 (stereo not drawn),11%
O=C(CN1CCN(c2ccccc2O)CC1)NC(=O)NCc1ccco1,-12%
CCOC(=O)c1c(NC(=O)CN2C(=O)NC3(CCCCCC3)C2=O)sc(C)c1-c1ccc(C)cc1,4%
NCCC[C@@H](CC(=O)N[C@@H]1CCNC[C@H]1C(=O)N[C@H](CC(=O)N[C@@H](CCC(=O)O)CC(=O)O)Cc1ccccc1)NC(=O)C[C@H](Cc1ccccc1)NC(=O)[C@@H]1CNCC[C@H]1N,-11%
CCOc1[nH]n(-c2ccccc2)c(=O)c1C=Nc1ccc(C(=O)OC)cc1,6%
CC1(CO)COC(c2ccccc2)=N1 (stereo not drawn),-17%[57.5 µM]

# 3 entries out of the list, sorted by heavy-atom count, high to low.
SMILES,ERK EGF inh
Cc1c2c(n3c(nc4ccccc43)c1C#N)N(CCN(C)C)CC2,0%
CSc1ncccc1C(=O)NCCc1ccccc1,-5%
Cc1ccsc1/C=C/C(=O)O,12%

# (list continues)
SMILES,ERK EGF inh
CC(=O)N1N=C(c2ccncc2)OC1(Cc1ccccc1)Cc1ccccc1,-1%[57.5 µM]
Cc1ccc(NC(=O)c2ccc(Cn3cc([N+](=O)[O-])cn3)cc2)c(C)c1,-2%
C(=N\Nc1ncnc2nc[nH]c12)/c1cccs1,-20%
C[n+]1cnc(-c2ccccc2)cc1-c1ccccc1,4%
O=C(NCCc1cccs1)c1cccs1,-4%
O=C(c1ccc(-c2ccccc2)cc1)N1CCN(c2nc3ccccc3o2)CC1,-19%[57.5 µM]
COc1ccc(NC(=O)COC(=O)c2ccc(Cl)c(S(N)(=O)=O)c2)c([N+](=O)[O-])c1,-7%[57.5 µM]
O=S(=O)(CCc1ccccc1)c1nnnn1-c1ccccc1,1%
Cc1nc2ccccc2n1CCc1ccccc1,-3%
COCc1ccc(CN2CCCC(CO)(Cc3ccccc3C)C2)o1 (stereo not drawn),6%
COc1ccccc1C1CCN(Cc2cccc([N+](=O)[O-])c2)CC1,?
CN1CCN(C(=S)SCc2nc(N)nc(Nc3ccc(F)cc3)n2)CC1,-3%
O=C1NC(=O)/C(=C/c2ccccn2)S1,-12%[57.5 µM]
COCCn1c(SCC(=O)Nc2ccc(F)cc2)nc2c(oc3ccccc32)c1=O,7%
CC1=NN(c2ccccc2)C(=O)/C1=C\c1ccc(Br)s1,28µM*
Cc1ccc(S(=O)(=O)CCC(=O)OCn2nnc3ccccc3c2=O)cc1,-5%
CCOC(=O)c1ccc(NC(=O)c2cccc(S(=O)(=O)N3c4ccccc4CC3C)c2)s1 (stereo not drawn),2%
CCNS(=O)(=O)c1ccc(NC(=O)c2ccccc2SCCOC)cc1,11%[57.5 µM]
Cc1c(Cl)cnc(NC(=O)COC(=O)c2nn(C)c(=O)c3ccccc23)c1Cl,2%
O=C(COC(=O)CNC(=O)c1ccc2c(c1)OCO2)Nc1ncc(Cl)cc1Cl,-2%
COCCN(C(=S)Nc1ccccc1C)C(C)c1cccs1 (stereo not drawn),1%
S=C1Nc2cc(Cl)ccc2Sc2ccccc21,1%
Cc1ccc(CNC(=O)CCS(=O)(=O)c2ccc(C)cc2)cc1,-4%
O=C(Cc1cccs1)Nc1cccc(-c2nc3cc4ccccc4cc3[nH]2)c1,11%
Cc1cccc(Nc2ncnc3nc[nH]c23)c1C,6%
CC(C)(C)c1nc2ccccc2c(=O)n1N1C(=O)c2ccccc2C1=O,-4%
O=C(NCc1ccco1)c1ccc(S(=O)(=O)N2CCCCC2)cc1,2%
O=C(c1ccc(Cl)cc1)c1c[nH]c(C(=O)NNc2ccccc2)c1,-14%
Cc1cc(CNC(=O)Cn2cc([N+](=O)[O-])cn2)c2ccccc2n1,-2%
O=C(Cn1nc2sc3ccccc3n2c(=O)c1=O)c1cccs1,-14%[57.5 µM]
Brc1ccc(OCc2nnnn2-c2ccccc2)cc1,-6%
Cc1ccc(NC(=O)c2ccc(OCc3c(C)noc3C)cc2)cc1,-3%[57.5 µM]
O=C1NC(=O)/C(=C\c2ccc(Oc3cnccn3)cc2)S1,-3%
CCOC(=O)N1CCN(C(=O)C(CC)c2ccccc2)CC1 (stereo not drawn),4%
C=CCN1c2ccccc2[C@]23C[C@@H](C(=O)OC)N(C(=O)c4ccco4)C2=NC(C(=O)OC)=C(C(=O)OC)[C@H]13,14%[57.5 µM]
O=C(N/N=C/c1ccccc1[N+](=O)[O-])c1cccs1,0%[57.5 µM]
Cc1cc(N2CCN(c3ccccc3)CC2)n2ncnc2n1,0%
O=c1nc2n(c3cccc(Cl)c13)CCCCC2,-2%[57.5 µM]
CCOC(=O)/C(=C/C1=CC(=C/N(C)C)/C(=O)O1)C(C)=O,-5%[57.5 µM]
COC(=O)c1cc(NC(=O)c2cccc(F)c2)cc(C(=O)OC)c1,-7%
Cc1c(CCC(=O)O)c(=O)oc2cc3occ(C(C)(C)C)c3cc12,4%[57.5 µM]
CCS(=O)(=O)c1ccc(O)c(NC(=O)CC2(CC(=O)O)CCCC2)c1,4%[57.5 µM]
O=[N+]([O-])c1cccc(-c2nc3ccc([N+](=O)[O-])cc3[nH]2)c1,23%
CC(C)NC[C@@H](O)c1ccc(O)c(O)c1,19%[57.5 µM]
Cc1cc(NC(=O)CCc2ccc(S(=O)(=O)N3CCOCC3)cc2)n(-c2ccccc2)n1,4%
CC1CCC(C(C)C)C(OCC(O)CN2CCCC(C)C2)C1 (stereo not drawn),-14%
O=C(O)C1CC=CCC1C(=O)NCCc1csc(-c2ccccc2)n1 (stereo not drawn),-3%
Cc1ccccc1C(=O)N[C@H](C(=O)OCC(=O)c1ccc[nH]1)C(C)C,3%
COc1cc(OC)c2c(OC)cccc2n1,8%
CCOC(=O)c1cccc(NC(=O)C2(S(=O)(=O)c3ccc(Cl)cc3)CC2)c1,-3%

# More records follow:
SMILES,ERK EGF inh
CCCCC(C(=O)N/N=C/c1ccccn1)C(=O)N/N=C/c1ccccn1,5%[57.5 µM]
O=S(=O)(c1ccc(Br)cc1)n1c(Cc2ccccc2)nc2ccccc21,-3%
Cc1ccc(-n2c(C)c3c(C)nnc(C)c3c2C)cc1N,-3%
N#Cc1ccc(-c2csc(NC(=O)/C=C/c3cccs3)n2)cc1,?
CN(CCN1CCc2ccccc2C1)Cc1nc(Cc2ccccc2F)no1,1%
CCOC(=O)c1c(C)c(C(=O)NCc2ccc3c(c2)OCO3)c(C)n1CC,12%
CC(=O)c1ccccc1OCCn1nnc(-c2ccc(C)cc2)n1,2%
COc1ccc(C[C@@](C)(N)C(=O)O)cc1OC,0%[25.7 µM]

# Assay outcomes deposited in PubChem by National Center for Advancing Translational Sciences (NCATS).
